# Compound activity: PubChem, several laboratories
# Scp1 inh: Scp-1 (human) phosphatase inhibition; Q9GZU7; Recombinant Scp1, phosphopeptide, malachite green phosphate absorbance; inhibition, % at 20 µM; hit rate 0.88% among 340,000; AID 493091;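 active = inhibition above about 50% at 20 µM, limit read from the data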;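 also: plate controls were DMSO wells with enzyme for no effect and wells lacking enzyme for full effect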
# Target sequence (Q9GZU7 76-261 limits assumed): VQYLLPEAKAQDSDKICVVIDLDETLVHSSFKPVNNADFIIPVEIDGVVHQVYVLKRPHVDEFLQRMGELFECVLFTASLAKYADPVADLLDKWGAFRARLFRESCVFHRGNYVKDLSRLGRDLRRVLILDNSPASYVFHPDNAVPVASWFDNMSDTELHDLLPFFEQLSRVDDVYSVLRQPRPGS
#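 Test system – truncated SCP-1 phosphatase (76-261aa) · Reagent – Phosphorylated 17-residue peptide substrate · Incubation – 45 min room-temperature reaction, 5 min colour, 30 min stabiliser · Detection – colorimetric phosphate reagent with accelerator and stabiliser, absorbance at 630 nm · Measure – % inhibition at 20 µM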
# Tb MetRS inh: blocks T. brucei methionyl-tRNA synthetase activity. purified T. brucei MetRS, ATP depletion, Kinase-Glo luminescence. inhibition, % at 11.9 µM. hit rate 0.4% among 360,000;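 active = inhibition above a per-plate cutoff of the control wells' mean inhibition plus 3 SD, cut at about 5.5% in these data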;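 also: 0% = DMSO wells median and 100% = median of wells with control inhibitor compound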
#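 technique = Kinase-Glo luminescence, ATP depletion format | system = purified MetRS (methionyl-tRNA synthetase) enzyme from Trypanosoma brucei | timing = 15 min preincubation, 2 h reaction, all 25 °C | evaluation = percent inhibition versus plate control medians | dosing = single dose, 11.9 µM final nominal, 0.9% final DMSO | also added = substrates ATP, L-methionine and bulk Escherichia coli tRNA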
# SUMO1 PPI mod: alters human SUMO1 binding to SIM partners. inhibition, % at 20 µM. SUMO1 binding to a labelled peptide, TR-FRET, 1 h. hit rate 0.33% among 360,000. P63165. AID 602429; in the data active = inhibition above about 37%
# DNMT1 block: DNMT1 (human) enzyme inhibition. P26358. DNMT1 molecular beacon, Hinp1I cleavage, fluorescence. inhibition (reported as % activation of signal), % at 10 µM. hit rate 0.83% among 360,000; in the data active = inhibition above about 50%
# LMPTP block: blocks human LMPTP phosphatase | hit rate 0.22% among 360,000 | recombinant LMPTP-A, OMFP fluorogenic substrate, fluorescence intensity | inhibition, % at 20 µM | AID 651560 | P24666;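 active = compounds that cut the enzyme signal by at least half of the control window in the single-dose screen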;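 also: plate controls were DMSO wells with enzyme plus substrate for no effect and substrate without enzyme for full effect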
#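 Buffer or medium: Bis-Tris pH 6.0, DTT, detergent; Assay system: LMPTP-A enzyme; Quantity: 0.625 nM enzyme; Detection: endpoint fluorescence intensity; Times: 50 min dark incubation at room temperature; Controls: substrate-only low control, DMSO enzyme-plus-substrate high control; Doses: single 20 µM dose; Read-out: percent inhibition versus substrate-only and uninhibited controls; Reagent: 400 µM OMFP.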
# NadD inh: NadD (S. aureus) enzyme inhibition. hit rate 0.78% among 360,000. inhibition, % at 20 µM. purified NadD enzyme, colorimetric absorbance read-out; in the data active = inhibition above about 26%; also: some compounds past the cut are filed as inactive
# STEP inh: inhibitors of human striatal-enriched phosphatase STEP; P54829; recombinant STEP, OMFP fluorogenic substrate, fluorescence; inhibition, % at 20 µM; hit rate 0.25% among 360,000; AID 588621;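 active = inhibition at 20 µM, scaled per plate between control wells, above about 37%, limit read from the data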;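 also: 0% = DMSO with enzyme and substrate and 100% = substrate only without enzyme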
# Target sequence (P54829 whole entry, looked up): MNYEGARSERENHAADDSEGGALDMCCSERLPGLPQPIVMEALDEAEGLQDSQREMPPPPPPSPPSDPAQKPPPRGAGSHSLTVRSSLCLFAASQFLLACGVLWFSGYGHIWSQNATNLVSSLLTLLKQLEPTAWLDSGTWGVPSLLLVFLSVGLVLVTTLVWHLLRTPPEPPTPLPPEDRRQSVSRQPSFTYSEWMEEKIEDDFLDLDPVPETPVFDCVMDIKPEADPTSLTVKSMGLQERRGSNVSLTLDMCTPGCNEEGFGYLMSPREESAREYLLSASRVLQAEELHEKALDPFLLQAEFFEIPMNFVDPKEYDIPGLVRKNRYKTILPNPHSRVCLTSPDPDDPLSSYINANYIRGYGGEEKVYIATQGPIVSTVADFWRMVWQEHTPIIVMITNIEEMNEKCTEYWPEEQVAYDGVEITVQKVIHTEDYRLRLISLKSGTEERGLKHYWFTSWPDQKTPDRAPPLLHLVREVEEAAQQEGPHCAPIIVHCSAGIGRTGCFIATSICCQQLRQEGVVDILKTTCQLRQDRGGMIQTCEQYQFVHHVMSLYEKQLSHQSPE
#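 medium = Bis-Tris buffer pH 6.0, 2.5 mM DTT, 0.005% Tween 20 | test system = STEP (striatal-enriched tyrosine phosphatase) enzyme, cell-free | measure = normalized % inhibition | compound dosing = 20 µM, 1% DMSO | also added = 25 µM OMFP | schedule = reaction 20 min, ambient temperature | measured by = fluorescence read at 480 nm ex / 540 nm em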
# CSN inh: inhibitors of human CSN-mediated cullin deneddylation | Q92905 | Purified CSN, SCF-Nedd8-OG deneddylation, fluorescence polarization | hit rate 0.38% among 360,000 | AID 651999 | inhibition, % at 12.5 µM;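 active = pattern-corrected inhibition above about 35%, with an unprinted fluorescence ratio check between 0.5 and 1.5, limit read from the data, passing the limit was not always enough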;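 also: 0% = enzyme with substrate and 100% = substrate without enzyme; some results filed as inactive read as strong as hits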
#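 Material: human Csn5 produced in HEK293T cells; Input: enzyme 0.24 nM; Reagent: SCFSkp2-Nedd8OG substrate at 10 nM final; Dosing: 12.5 µM compound; Incubation: 90 min reaction at room temperature; Detection: fluorescence polarization of the substrate; Evaluation: % inhibition of substrate cleavage by Csn5; Control set: substrate-only high control, full reaction low control.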
# Rpn11 block: inhibitors of human proteasome Rpn11; O00487; human 26S proteasome, Ub4-pepOG fluorescence polarization; 20S core pre-blocked with epoxomicin; calls only at 20 µM; hit rate 0.59% among 360,000;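 active = inhibition at 20 µM, scaled to each plate's controls, above about 33%, limit read from the data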
# Target sequence (O00487 whole entry, looked up): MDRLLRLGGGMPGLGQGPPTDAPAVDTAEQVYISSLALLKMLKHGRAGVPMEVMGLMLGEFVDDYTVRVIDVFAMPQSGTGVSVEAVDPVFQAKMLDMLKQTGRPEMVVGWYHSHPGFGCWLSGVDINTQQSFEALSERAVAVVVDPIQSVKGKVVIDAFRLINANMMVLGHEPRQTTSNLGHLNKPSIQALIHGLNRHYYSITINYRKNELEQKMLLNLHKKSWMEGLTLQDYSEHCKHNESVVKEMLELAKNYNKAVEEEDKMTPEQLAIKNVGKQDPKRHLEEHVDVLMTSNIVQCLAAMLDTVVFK
# PABP1 MLLE inh: inhibitors of microRNA-mediated deadenylation, human PABP1 MLLE binding; inhibition, % at 20 µM; GST-MLLE / FITC-PAM2 fluorescence polarization; hit rate 0.36% among 360,000; in the data active = inhibition above about 35%, passing the limit was not always enough;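 also: plate controls were DMSO wells with GST-MLLE for no effect and wells lacking GST-MLLE protein for full effect; some results filed as inactive read as strong as hits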
# The depositor's hits bear a star; i = inactive; / = not tested or not shown. Not a hit list; any-hit rate near 3.6%.
compound	CSN inh	LMPTP block	DNMT1 block	STEP inh	SUMO1 PPI mod	Tb MetRS inh	NadD inh	PABP1 MLLE inh	Scp1 inh	Rpn11 block
COc1ccc(CN(C#N)c2nc(C)cc(C)n2)cc1	-2	-0.4	0	16	3	-0.6	-5	-5	-4	i
COC(=O)C(C(=O)N1CCN(C)CC1)C1CCCCCC1 (stereo not drawn)	2	-2.3	1	-1	0	-1.3	0	6	-11	i
COc1ccc(CN2C[C@@H](CO)O[C@@H](n3cnc4c(NCc5cc(OC)c(OC)c(OC)c5)ncnc43)C2)cc1	0	-2.8	0	-1	-4	-0.4	-2	8	/	i
O=[N+]([O-])c1ccc(CSC2=NCCS2)cc1	0	0.2	0	0	-18	-0.3	-1	6	-7	i
CCc1nc2c(OCc3ccc(C(=O)OC)cc3)cccn2c1N(C)C(=O)C(C)C	2	-1.8	3	-1	2	0.2	1	-2	/	i
COc1ccc(S(=O)(=O)Nc2ccc3c(c2)[C@H]2C[C@H](CC(=O)NCC4CC4)O[C@@H](CO)[C@H]2O3)cc1	-4	-0.9	-2	1	7	-0.4	0	14	/	i
OC(c1ccc(F)cc1)c1ncc(-c2cccc3ccccc23)[nH]1 (stereo not drawn)	-7	0.3	5	2	-7	-0.2	-1	6	/	i
CCOc1ccccc1-n1nnnc1SCC(=O)NC(=O)Cc1ccccc1	0	-1.5	0	-1	0	-0.5	11	-132	-1	i
Cc1cc(NC(=O)Cc2ccccc2)no1	-16	-0.1	3	0	-1	-0.6	-2	16	4	i
O=C(c1ccc(F)cc1)N(NC(=O)C(O)(c1ccccc1)c1ccccc1)c1ccccc1	-2	-0.3	0	0	1	-0.2	-1	0	-5	i
CC(O)(c1ccc(F)c(F)c1)c1nc(-c2cc(F)cc(F)c2)cs1 (stereo not drawn)	-2	1.3	2	-4	-2	-0.2	-8	0	/	i
Cc1nc(CS(=O)(=O)c2ccccn2)sc1C(=O)NNC(=O)c1ccc(Cl)cc1	6	0.3	-3	-2	0	0.3	6	1	-7	i
COc1cc(/C=N/N(C)C2=NS(=O)(=O)c3ccccc32)cc(OC)c1OC	-1	0.7	-4	0	16	-0.2	-4	-4	-4	i
O=C(CN1C(=O)CSC1=O)Nc1ccc(N2CCOCC2)cc1	6	-0.8	1	3	-6	0.3	5	13	-5	i
CCOC(=O)c1c(N)sn(-c2ccccc2C)c1=S	-10	-0.7	-5	3	-9	-0.6	4	20	-11	i
O=C(Cn1cc(C(F)(F)F)ccc1=O)NC1CCCC1	3	-0.1	13	1	9	0.2	-4	12	16	i
O=S(=O)(c1cccs1)N1CCN(c2ccccn2)CC1	-2	-0.5	-3	0	-2	-0.3	2	5	0	i
Cc1ccc(S(=O)(=O)N/N=C/c2ccc(O)c(O)c2)cc1[N+](=O)[O-]	-2	0.0	4	3	-14	0.3	0	-41	1	i
Cc1cc(C(=O)Nc2ncn[nH]2)ccc1[N+](=O)[O-]	-2	-0.1	7	-2	-31	-0.3	2	-5	-4	i
CN(c1ccc(C(=O)NCC2CCCO2)cc1)S(C)(=O)=O (stereo not drawn)	5	0.6	4	3	4	-0.1	4	-105	8	i
Cc1cc(N2CCOCC2)nc2ccc(NC(=O)CCC(=O)N3CCC(C)CC3)cc12	3	-0.5	-8	0	0	-0.7	3	0	3	i
Cn1c(C(=O)OC(C(=O)NC2CCCCC2)c2ccccn2)cc2sccc21 (stereo not drawn)	-2	0.3	-4	4	2	0.0	0	13	-2	i
CCCN(CC(=O)Nc1ccc(Cl)cc1Cl)C(=O)c1ccc(=O)[nH]c1	-6	-1.7	-1	-3	4	-0.4	-2	2	0	i
CC(=O)c1ccc(NC(=O)CO/N=C(\C)c2cccs2)cc1	0	-1.8	3	0	-4	-0.1	-11	18	-9	i
Nc1nc(-c2ccccc2)c(-c2ccccc2)s1	4	0.3	-4	8	-1	-0.3	-3	4	-3	i
O=S1(=O)CC(N2CCCC2)CN1CCc1ccccc1 (stereo not drawn)	1	-0.5	10	-3	3	-2.2	-3	1	/	i
Cc1ccc(S(=O)(=O)NC(C)(C)CSc2nnc(N)s2)cc1	1	-0.9	0	2	-2	-1.4	-5	0	-2	i
CCS(=O)(=O)N1CCC2(CC1)OCCN2S(=O)(=O)c1ccc(C)cc1	-3	0.0	-6	0	3	0.2	-3	4	-2	i
CC(CN1CCCCC1)NC(=O)c1cccs1 (stereo not drawn)	-2	-2.1	2	0	-2	-0.1	-8	-2	1	i
COc1cc(/C=N/NC(=S)Nc2cccnc2)cc(OC)c1O	-1	-0.3	-2	-3	5	-0.9	-2	24	6	i

# Next entries follow.
compound	CSN inh	LMPTP block	DNMT1 block	STEP inh	SUMO1 PPI mod	Tb MetRS inh	NadD inh	PABP1 MLLE inh	Scp1 inh	Rpn11 block
O=C(NNS(=O)(=O)c1ccccc1)c1cccs1	2	-2.1	1	1	2	-0.8	-2	-5	-8	i
Cn1c(-c2cccc(Br)c2)cnc1NCc1cccnc1	-3	-2.4	-1	-1	1	-0.3	0	6	-2	i
CN=C1S/C(=C\c2ccc(OCC(=O)OC)c(OC)c2)C(=O)N1C	1	1.0	0	0	-31	-0.3	-2	-2	-8	i
COC(=O)c1c[nH]c(=S)n1Cc1ccccc1	2	-1.7	-4	-5	25	-0.3	-1	-18	-8	i
O=C(Nc1cccc(F)c1)c1ccc(S(=O)(=O)N2CCCC2)cc1	-3	1.1	2	1	3	0.4	2	6	-13	i
O=C(COc1cccc2c1CCNC2=O)Nc1cccc(C(F)(F)F)c1	5	-0.9	0	-2	1	-0.1	-2	1	-5	i
COC(=O)[C@@]12C[C@@H](CC(=O)NCc3ccccc3)C(=O)N(CCc3ccc(OC)c(OC)c3)C1=CCC(C)(C)C2	0	0.1	/	/	-4	-1.3	/	/	/	/
Cc1c(C(=O)N2CCN(S(=O)(=O)c3ccc(F)cc3)CC2)oc2ccccc12	2	1.8	3	0	3	-0.3	-4	-10	-8	i
Cc1ccccc1OCCSc1nnc(-c2cccnc2)n1N	3	2.0	-5	-2	-3	-0.8	1	-100	4	i
CCOC(=O)CS(=O)(=O)c1nc(-c2ccc(F)cc2)cc(C(F)(F)F)n1	5	-0.6	1	-2	0	-1.1	-3	29	-3	i
CCC(C)c1ccc(OCC(=O)Nc2ccc3[nH]c(=O)[nH]c3c2)cc1 (stereo not drawn)	1	-2.6	25	0	0	-0.2	9	9	-4	i
CCOC(=O)c1c(C)[nH]c(C(=O)COC(=O)C23CC4CC(CC(Cl)(C4)C2)C3)c1C	-2	1.6	-6	0	1	-1.1	-6	6	0	i
NC(=O)NCc1cccnc1	-21	-0.9	-1	-2	0	0.8	-5	10	-6	i
CCCCNC(=O)COC(=O)CCC(=O)c1ccc(F)cc1	-2	-1.3	0	-4	2	-0.6	-2	-5	22	i
O=C(Cc1ccc(Cl)cc1)Nc1cccc(S(=O)(=O)Nc2ccccc2F)c1	-13	2.3	-6	-3	6	0.4	-7	2	-15	i
CCOC(=O)CNC(=O)CSc1nc(-c2cccc(C)c2)ns1	-9	-0.3	-3	3	-4	-0.3	-7	41*	2	i
C[C@H](CO)N1C[C@H](C)[C@@H](CN(C)CC2CCCCC2)Oc2c(NC(=O)Cc3ccccc3)cccc2C1=O	-2	-1.7	-3	1	6	-2.1	-6	9	4	i
CC(C)CC(NS(=O)(=O)c1cc(C(=O)O)ccc1Cl)C(=O)O (stereo not drawn)	0	0.8	0	12	-3	-0.7	-3	10	-7	i
CC(/C=N\NC(=O)Cn1cncn1)=C/c1ccc(C(C)C)cc1	0	-0.6	-3	2	-19	0.3	-5	-14	-5	i
COc1ccccc1OCc1ccc(C(=O)Nc2ccccc2F)cc1	-12	-1.5	4	-6	1	0.2	1	2	-2	i
O=C(C(=O)N1CCCCCC1)c1c[nH]c2ccccc12	-4	-0.6	10	0	1	1.2	-3	-8	4	i
CC(C(=O)NC1CCCC1)N1C(=O)c2cccc3cccc1c23 (stereo not drawn)	3	0.9	1	0	-26	-0.6	-2	8	-2	i
Cn1c(=O)c(=O)n(C)c2cc([N+](=O)[O-])c(N3CCOCC3)cc21	3	0.3	-1	2	-28	0.0	-6	2	-2	i
CN1C(=O)c2ccc(NC(=O)c3ccc(N4CCCCC4)c([N+](=O)[O-])c3)cc2C1=O	-16	1.3	3	-1	-5	-0.7	3	3	-5	i
CCN(C(=O)COC(=O)c1ccc2c(c1)OCO2)c1c(N)n(Cc2ccccc2)c(=O)[nH]c1=O	1	-0.6	4	1	-3	-0.4	4	15	-10	i
O=C(NCC1OCCc2ccccc21)c1ccc(NC(=O)c2cccc(Br)c2)cc1 (stereo not drawn)	-1	-0.1	29	5	3	-0.2	10	7	-5	i
NC(=O)C1CCN(C(=O)CN(c2cccc(C(F)(F)F)c2)S(=O)(=O)c2ccccc2)CC1	1	-3.1	-1	2	1	-0.7	-3	2	7	i
Clc1cccc2sc(N3CCN(c4ccccc4)CC3)nc12	-2	3.1	-4	1	2	0.5	3	5	-8	i
NC(=O)c1ccc(N2CCCCC2)c(N2C(=O)C3CC=CCC3C2=O)c1 (stereo not drawn)	2	-0.2	1	-2	-1	-1.2	-1	-10	3	i
CCOC(=O)N1CCN(Cc2nc(N)nc(Nc3ccc(Cl)cc3)n2)CC1	7	-1.2	-1	0	4	-0.6	3	-3	0	i
CCC(c1nnnn1C(C)(C)CC)N1CCN(c2ccccc2F)CC1 (stereo not drawn)	-5	1.2	3	8	-1	-0.6	-2	-8	-7	i
Cc1ccc(Cl)c(OCCN2CCc3ccccc3C2)c1	1	-1.1	2	-2	-4	-2.0	-6	10	1	i

# In another format: results already given.
# Second line of a record: CSN inh, LMPTP block, DNMT1 block, STEP inh, SUMO1 PPI mod, Tb MetRS inh, NadD inh, PABP1 MLLE inh, Scp1 inh, Rpn11 block
- COc1ccccc1OCc1ccc(C(=O)Nc2ccccc2F)cc1
  -12, -1.5, 4, -6, 1, 0.2, 1, 2, -2, i
- O=C(C(=O)N1CCCCCC1)c1c[nH]c2ccccc12
  -4, -0.6, 10, 0, 1, 1.2, -3, -8, 4, i
